Screening results from PubChem.
PPC-1+TRAIL kill – PPC-1 cancer cell killing with TRAIL present. actives 0.41% (n = 220,000). PPC-1 cells + TRAIL, ATPLite viability luminescence. AID 1443. cell killing (% activity), % at 4 µM;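 active = cell killing above 50% in the first pass at 4 µM, then a duplicate retest at 5 µM averaging 50% or more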;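 also: plate controls were cells with TRAIL plus DMSO for no effect and medium-only wells lacking cells for full effect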
zVAD death inh – blocks zVAD induced death of L929 cells; viability rescue, % at 10 µM; actives 0.38% (n = 220,000); AID 1377; L929 zVAD necroptosis rescue, ATP luminescence, 24 h; with zVAD 60 µM;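 active = activation, scaled between plate controls, above about 75%, limit read from the data; inactive = activation under that limit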;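 also: 0% = zVAD with DMSO and 100% = DMSO alone without zVAD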
EP2 antag – blocks the human prostaglandin E2 receptor EP2. C6 glioma cells expressing human EP2, cAMP TR-FRET; cells stimulated with saturating PGE2. actives 0.52% (n = 260,000). inhibition, % at 25 µM. P43116. AID 1422;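 active = percent inhibition above 40 after rounding to a whole number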;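 also: rat C6 glioma host cells with rolipram phosphodiesterase inhibitor present; the protocol text gives 20 µM as final concentration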
Target sequence (P43116 whole entry, looked up): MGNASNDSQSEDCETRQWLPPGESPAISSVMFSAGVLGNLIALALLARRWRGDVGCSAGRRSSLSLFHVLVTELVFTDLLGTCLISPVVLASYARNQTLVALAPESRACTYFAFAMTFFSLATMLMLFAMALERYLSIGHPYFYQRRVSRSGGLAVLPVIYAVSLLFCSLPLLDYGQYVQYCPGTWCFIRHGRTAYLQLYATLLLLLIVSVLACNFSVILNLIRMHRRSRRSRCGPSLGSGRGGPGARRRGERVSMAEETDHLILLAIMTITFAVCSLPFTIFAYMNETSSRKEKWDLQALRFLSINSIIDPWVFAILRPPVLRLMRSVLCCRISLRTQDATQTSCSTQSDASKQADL
CHOP inhibitor – blocks CHOP induction under ER stress | actives 3.8% (n = 220,000) | inhibition, % at 10 µM | AID 2732 | CHO-K1 CHOP-promoter luciferase, tunicamycin-induced, 15-18 h;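 active = compounds that reduced the stress-induced luciferase reporter signal by more than about 70% of percent inhibition, limit read from the data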;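 also: 0% = tunicamycin plus vehicle and 100% = wells without tunicamycin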
Wee1 stabilizer – human Wee1 degradation inhibition, primary screen. HeLa Luc-Wee1K328M stability, luciferase luminescence; 100% = proteasome inhibitor MG132 effect. actives 1.2% (n = 220,000). reporter increase, % at 5 µM. AID 1321;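 active = activation above the mean of all tested compounds plus 3 SD, set per screening run, cut at about 8.8% in these data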;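 also: cells exposed to compound for 20 h before luminescence read; 0% = DMSO alone and 100% = MG132 at 30 µM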
TNF death inh – inhibitors of TNF-alpha induced necroptosis in Jurkat FADD-/- cells; actives 0.068% (n = 220,000); activation (protection from cell death), % at 10 µM; Jurkat FADD-/- TNF necroptosis rescue, ATP luminescence, 24 h; 0 = TNF only, 100 = no-TNF cells; AID 463075;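 active = activation, meaning protection from cell death, of at least 50% relative to plate controls; inactive = activation below 50%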;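 also: necroptosis triggered by 40 ng/mL TNF-alpha added together with compound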
Tb hexokinase – blocks Trypanosoma brucei hexokinase 1 activity; recombinant TbHK1, G6PDH-coupled NADH A340; inhibition, % at 10 µM; actives 0.11% (n = 220,000);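 active = inhibition of 50% or more in the single-dose primary screen; inactive = inhibition below 50%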
FXIa inh 1536 – blocks human coagulation factor XIa protease activity. P03951. purified FXIa, Boc-Glu-Ala-Arg-AMC fluorogenic substrate. inhibition, % at 5 µM. actives 0.14% (n = 220,000). AID 798;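 active = inhibition of at least 40%; inactive = inhibition below 40%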;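 also: fluorescence of freed AMC excited at 355 nm; 0% = enzyme without compound and 100% = no enzyme blank; many of its hits are not listed in these tables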
Target sequence (P03951 19-387 limits assumed): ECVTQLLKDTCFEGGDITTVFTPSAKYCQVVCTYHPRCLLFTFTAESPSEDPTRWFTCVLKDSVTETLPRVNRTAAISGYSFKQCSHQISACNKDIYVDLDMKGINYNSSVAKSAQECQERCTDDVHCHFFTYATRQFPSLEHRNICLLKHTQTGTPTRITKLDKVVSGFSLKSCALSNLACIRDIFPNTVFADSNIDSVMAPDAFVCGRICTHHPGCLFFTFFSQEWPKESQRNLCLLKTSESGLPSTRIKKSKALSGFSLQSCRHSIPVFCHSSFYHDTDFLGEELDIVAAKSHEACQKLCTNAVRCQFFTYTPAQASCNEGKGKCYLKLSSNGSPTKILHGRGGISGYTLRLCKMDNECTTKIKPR
Target sequence (P03951 388-625 limits assumed): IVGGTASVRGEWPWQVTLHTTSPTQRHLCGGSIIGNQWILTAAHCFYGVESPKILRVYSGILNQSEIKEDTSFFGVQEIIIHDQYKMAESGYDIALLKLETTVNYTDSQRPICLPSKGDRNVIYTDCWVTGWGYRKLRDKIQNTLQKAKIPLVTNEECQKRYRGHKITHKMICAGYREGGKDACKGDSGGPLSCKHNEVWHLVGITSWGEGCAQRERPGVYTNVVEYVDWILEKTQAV
FXIIa inh – factor XIIa (human) inhibition; purified FXIIa, Boc-QGR-AMC fluorogenic substrate, 2 h; inhibition, % at 5 µM; actives 0.3% (n = 220,000); in the data active = inhibition above about 40%;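 also: 0% = enzyme with no compound and 100% = blank without enzyme; many of its hits are not listed in these tables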
Active calls of the source: *; x = not tested or not shown; & = joins results of further samples; [ ] = dose if it differs, or a comment. These rows are one share of the data. The share of hits here may be higher or lower than overall.

SMILES	PPC-1+TRAIL kill	zVAD death inh	EP2 antag	CHOP inhibitor	Wee1 stabilizer	TNF death inh	Tb hexokinase	FXIa inh 1536	FXIIa inh
Cc1ccc2oc(-c3ccccc3)nc2c1	9.1	0.4	19.8	-28.9	2.5	1.4	-7.8	-8.8	-2.8
O=C(NCC1CCCO1)[C@@H]1CSC2c3ccccc3C(=O)N21 (stereo not given in full)	-0.2	-0.4	8.8	9.0	-1.7	-1.5	3.1	-1.4	-0.9
CCCCNC(=O)Nc1nc(SCC(=O)OCC)n[nH]1	16.5	1.3	3.9	22.1	-1.8	0.7	0.4	2.4	11.0
COc1cc(/C=N/NC(=O)/C(=C/c2ccccc2)CCO)ccc1O	17.2	0.2	9.9	-0.7	3.3	1.3	-46.2	10.1	14.2
COc1cccc(-c2nc(CCl)cs2)c1OC	13.7	-0.9	3.8	-16.3	-2.2	-11.9	-2.7	1.9	2.5
CN1CCc2c(c3c(n2C)CCN(C)[C@H]3c2ccccc2F)[C@@H]1c1ccccc1F	0.1	-0.2	3.5	25.5	-1.7	-3.9	1.4	-18.5	3.5
COCCCNC(=O)Cn1c(=O)n(CCCCCC(=O)Nc2ccccc2)c(=O)c2sccc21	-0.1	0.2	7.6	-9.4	-0.6	1.0	35.5	6.8	9.4
NC(=O)Cn1c(=O)n(CCCC(=O)NC2CCN(Cc3ccccc3)CC2)c(=O)c2ccccc21	10.8	0.7	12.2	-19.6	2.2	1.0	-0.9	2.2	21.5
O=C(NNC(=O)c1cc2cc3ccccc3nc2s1)c1cccc(Cl)c1	11.2	0.0	16.1	-16.2	-1.9	-0.8	-9.6	3.9	11.5
O=C(Cn1nc(C(F)(F)F)c2c1CCCC2)NCCN1CCOCC1	9.7	0.0	3.6	14.2	0.8	-1.3	-4.7	-12.2	4.2
O=C(/C=C/c1c(Cl)cccc1Cl)NCc1ccccc1	13.5	0.0	10.1	4.4	-4.2	2.4	3.0	5.0	-0.4
CCOC(=O)c1c(C)oc(NC(=O)CCl)c1C(=O)OCC	11.8	-0.9	5.4	-28.5	0.8	0.4	9.5	27.1	19.7
O=C(COC(=O)C1=COCCO1)Nc1cc(S(=O)(=O)N2CCCCC2)ccc1Cl	2.3	1.5	3.7	16.8	2.1	0.9	-2.1	-1.6	4.2
CC(=O)c1ccc(NC(=S)NCc2cccnc2)cc1	11.7	0.0	4.8	-10.3	0.3	-3.5	1.9	4.6	14.9
COc1ccc(C(=O)NC(C)c2cc(OC)c(OC)cc2Br)cc1 (stereo not given)	-3.0	-0.2	5.3	28.0	-0.3	-3.3	-5.4	7.2	22.1
CC(=O)Nc1ccc(NC(=O)CN(c2cccc(C(C)=O)c2)S(C)(=O)=O)cc1	15.6	-0.7	0.8	2.6	0.9	1.0	-1.8	3.9	10.2
COc1ccc(-c2n(Cc3ccccc3)c3ccccc3[n+]2Cc2ccccc2)cc1	8.0[5 µM]	1.3	9.8	-2.3	-0.1	-3.7	-7.5	-4.9	1.2
CCN(CC)c1ccc(/C=C2/C(=O)ON=C2C)cc1	17.6	0.8	10.8	-2.6	-2.2	-0.2	-5.1	12.1	17.2
COc1cccc(CNC(=O)Cc2csc(Nc3nc(=S)[nH]c4ccccc34)n2)c1	7.1	14.9	10.6	49.7	-0.6	1.6	-10.9	-0.4	8.3
CN(Cc1ccccc1)c1oc(COc2ccccc2F)nc1C#N	7.8	-0.4	4.4	46.1	3.2	0.1	3.3	6.6	14.1
CCCS/C(N)=N/N=C/c1ccccc1O	44.1	0.1	2.1	16.4	2.6	-2.8	-38.2	-5.3	11.7
O=C(O)C1=C[C@H](c2ccc(F)cc2)C[C@H](OCc2ccc(CO)cc2)O1	-15.5	-0.2	12.2	15.1	x	1.7	-1.5	2.4	9.2
O=C(NCc1ccncc1)C(=O)NCC(c1ccco1)N1CCN(c2ccccc2)CC1 (stereo not given)	4.2	1.1	9.7	32.1	-1.5	1.2	-1.2	-4.7	-6.0
O=C(CS(=O)(=O)c1ccccc1)c1ccc2c(c1)OCCO2	18.7	0.7	16.9	25.1	3.0	-1.7	-9.9	2.5	-2.9
CC(C)(C)c1cc(NC(=O)CSc2nncs2)n(-c2ccccc2)n1	24.8	1.0	1.9	7.1	-2.1	2.3	36.5	-7.9	-8.4

2 consecutive entries out of the list so far, for reference:
SMILES	PPC-1+TRAIL kill	zVAD death inh	EP2 antag	CHOP inhibitor	Wee1 stabilizer	TNF death inh	Tb hexokinase	FXIa inh 1536	FXIIa inh
O=C(CS(=O)(=O)c1ccccc1)c1ccc2c(c1)OCCO2	18.7	0.7	16.9	25.1	3.0	-1.7	-9.9	2.5	-2.9
CC(C)(C)c1cc(NC(=O)CSc2nncs2)n(-c2ccccc2)n1	24.8	1.0	1.9	7.1	-2.1	2.3	36.5	-7.9	-8.4

(next part)
SMILES	PPC-1+TRAIL kill	zVAD death inh	EP2 antag	CHOP inhibitor	Wee1 stabilizer	TNF death inh	Tb hexokinase	FXIa inh 1536	FXIIa inh
CN(CC1CCCO1)S(=O)(=O)c1ccc(C(=O)NCc2ccccc2)cc1 (stereo not given)	12.4	11.7	9.3	-12.2	3.5	0.8	0.2	-1.5	7.2
Cc1cc(C)cc(OCC(=O)OCC(=O)NCc2cccs2)c1	3.5	0.0	5.3	-6.0	1.6	1.3	-5.4	3.4	4.1
O=C(NCc1ccccn1)c1ccc(Cl)c(S(=O)(=O)N2CCCCC2)c1	-0.4	0.5	2.2	7.2	5.6	1.3	1.1	-3.5	5.9
Cc1cc(Cl)c(S(=O)(=O)NC2CCCC2)cc1OCC(=O)NC1CCCCC1	29.0	0.9	1.4	70.5*	4.4	-11.4	-5.4	1.8	15.2
COc1ccc(/C=N/Nc2nnc(C)n2N)cc1OC	20.3	1.7	5.5	12.4	-0.7	-1.4	-15.6	2.5	6.8
Cc1ccc(CNC(=O)C2(c3cccs3)CCOCC2)cc1	10.3	-0.1	5.3	8.5	-2.6	-2.0	2.1	-3.1	0.8
CC(=O)CC(C)(C)NC(C)=S	-11.2	0.9	6.8	10.0	7.0	1.6	1.9	1.1	3.9
CC1(C)CC(=O)c2cc(C(=O)N3CCCCC3)c(=O)n(-c3ccc(Cl)cc3)c2C1	x	-0.1	x	x	4.3	-2.1	-4.4	x	x
CC(NC(=O)Nc1nnc(C(F)(F)F)s1)(C(F)(F)F)C(F)(F)F	8.4	21.0	16.9	89.2*	4.5	-12.0	-2.3	19.9	40.1*
Cc1nc2sc(C(c3cccc(F)c3)N3CCC(O)CC3)c(O)n2n1 (stereo not given)	8.5	0.2	7.6	-5.5	2.2	0.1	4.6	6.5	21.0
CC(Sc1nnc(COc2ccccc2)n1Cc1ccccc1)C(=O)O (stereo not given)	3.1	3.9	10.2	2.1	-3.3	0.8	-1.7	-1.6	3.1
CCCOc1c(Br)cc(C(N)=O)cc1OCC	24.8	3.5	5.9	17.9	-2.7	0.5	-5.7	-3.6	0.0
COC(=O)CN1C(=O)C(O)=C(C(C)=O)C1c1ccc([N+](=O)[O-])cc1 (stereo not given)	17.8	0.9	4.8	3.2	2.2	1.9	-29.1	2.2	8.9
O=C(Nc1ccc(S(=O)(=O)N2CCN(Cc3ccccc3)CC2)cc1)c1cnccn1	2.8	-0.3	6.8&14.1	44.9	0.8	-7.3	-3.0	-3.1	-4.7
Nc1cccn2c(-c3ccc(Cl)cc3)cnc12	-0.7	-0.6	2.9	68.3	2.4	-0.1	-8.8	-0.5	10.0
COc1ccc(/C=N/NC(=O)c2ccccc2Cl)cc1CSc1nc2ccccc2s1	-2.9	-1.6	4.6	45.8	2.5	-14.5	-15.2	0.6	12.4
O=[N+]([O-])c1ccc(N2CCN(S(=O)(=O)c3ccc(Cl)cc3)CC2)cc1NCC1CCCO1 (stereo not given)	29.2	-0.1	6.8	-12.6	-2.1	-4.9	-0.6	9.5	18.3
Cc1cc(C)cc(NC(=S)NCc2ccncc2)c1	-3.4	-0.1	5.3	0.8	0.1	0.4	-6.5	-2.9	5.0
COc1ccc(C(=O)Nc2ccccc2N2CCN(C(=O)C(C)C)CC2)cc1Cl	-3.4	x	5.2	33.8	-0.4	1.6	-1.5	8.1	14.3
COc1ccc(Cc2nc(C(=O)Nc3ccc(F)cc3)cs2)cc1	-3.4	-0.9	29.7	-32.7	1.6	-1.9	11.5	-26.0	2.4
N#CC1=C(N)C2=CCCC[C@H]2[C@H](c2cccc(F)c2)C1(C#N)C#N	5.9	-0.9	1.9	65.5	-0.1	-0.2	-7.4	7.7	9.4
COc1ccc(NC(=O)CCc2ccccc2)cc1NC(=O)c1ccco1	13.2	0.7	1.7	6.2	0.7	-0.6	-3.7	-5.9	0.2
O=C(CCNC(=O)c1ccc(Br)cc1)Nc1nccs1	14.8	0.6	2.1	-17.9	2.6	0.8	-3.8	-4.2	0.9
NC(=O)c1nn(-c2ccc(Oc3ccccc3)cc2)c(=O)cc1O	-9.0	0.9	0.7	1.2	-2.6	-0.9	1.1	10.3	9.8
CCC(=O)Nc1ccc2c(c1)ncn2-c1ccc(C)cc1	18.8	84.2*	17.8&8.4	-40.1	3.7	2.5	0.5	-3.6	9.6

Part of the list above, bar-delimited.
smiles | PPC-1+TRAIL kill | zVAD death inh | EP2 antag | CHOP inhibitor | Wee1 stabilizer | TNF death inh | Tb hexokinase | FXIa inh 1536 | FXIIa inh
COc1ccc(-c2n(Cc3ccccc3)c3ccccc3[n+]2Cc2ccccc2)cc1 | 8.0[5 µM] | 1.3 | 9.8 | -2.3 | -0.1 | -3.7 | -7.5 | -4.9 | 1.2
CCN(CC)c1ccc(/C=C2/C(=O)ON=C2C)cc1 | 17.6 | 0.8 | 10.8 | -2.6 | -2.2 | -0.2 | -5.1 | 12.1 | 17.2
COc1cccc(CNC(=O)Cc2csc(Nc3nc(=S)[nH]c4ccccc34)n2)c1 | 7.1 | 14.9 | 10.6 | 49.7 | -0.6 | 1.6 | -10.9 | -0.4 | 8.3
CN(Cc1ccccc1)c1oc(COc2ccccc2F)nc1C#N | 7.8 | -0.4 | 4.4 | 46.1 | 3.2 | 0.1 | 3.3 | 6.6 | 14.1
CCCS/C(N)=N/N=C/c1ccccc1O | 44.1 | 0.1 | 2.1 | 16.4 | 2.6 | -2.8 | -38.2 | -5.3 | 11.7
O=C(O)C1=C[C@H](c2ccc(F)cc2)C[C@H](OCc2ccc(CO)cc2)O1 | -15.5 | -0.2 | 12.2 | 15.1 | x | 1.7 | -1.5 | 2.4 | 9.2
O=C(NCc1ccncc1)C(=O)NCC(c1ccco1)N1CCN(c2ccccc2)CC1 (stereo not given) | 4.2 | 1.1 | 9.7 | 32.1 | -1.5 | 1.2 | -1.2 | -4.7 | -6.0

Following part
SMILES	PPC-1+TRAIL kill	zVAD death inh	EP2 antag	CHOP inhibitor	Wee1 stabilizer	TNF death inh	Tb hexokinase	FXIa inh 1536	FXIIa inh
O=C(NCCCO)c1cc2ccccc2[nH]1	7.8	-0.6	2.1	3.4	6.5	-0.5	10.2	2.0	8.7
COC(=O)c1sc2nc(CSc3nc4ccc(C)cc4[nH]3)[nH]c(=O)c2c1C	12.1	-0.8	18.8	19.1	-1.5	0.0	-22.6	7.1	10.9
CC(C)CNC(=S)N1CCC(C(=O)c2ccc3c(c2)OCCO3)CC1	-4.0	40.6	6.3	6.4	-1.7	0.8	-4.3	-4.7	6.4
Cc1cc(N2CCN(c3cccc(C(F)(F)F)c3)CC2)n2nc(C)nc2n1	-13.5	0.2	10.9	13.4	-0.4	1.9	2.7	1.5	10.6
COc1c(N2CCN(C(=S)Nc3ccccc3)C(C)C2)c(F)cc2c(=O)c(C(=O)O)cn(C3CC3)c12 (stereo not given)	19.9	-0.5	13.2	-17.1	-1.7	-1.2	-14.6	2.8	10.7
O=C(NCCc1ccc2c(c1)OCCO2)c1cc2ccccc2o1	10.2	0.0	7.4	2.3	-4.0	-3.9	-4.5	4.5	9.6
